# Source: PubChem BioAssay
# CCT chaperon mod: modulators of cytosolic chaperonin (CCT/TRiC) activity; activity change, % (no concentration beside the values), hits read low; AID 651819; purified chaperonin ATPase assay, HTRF ADP detection, 30 min; 360,000 compounds, 0.3% hits; in the data active means activity change below about -30%; further: on the % scale 0 is the no-effect control and ±100 the full control effect
#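 We incubate TRiC, 40 or 20 nM final, with library compounds at 76 uM and 10 uM ATP for 30 min at 37 °C. ADP formed is detected with Transcreener HTRF reagents after 30 min at room temperature.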
# WRN helicase inh: WRN helicase (human) inhibition. Q14191. WRN helicase unwinding, fluorescent forked duplex, kinetic. Potency, µM (titrated, usually from 114 µM), without a hit: top-dose activity change, negative = inhibition, hits mostly inhibitors. 360,000 compounds, 0.46% hits. AID 651768; further: potency means the concentration at half of the fitted maximal effect; on the % scale 0 is the no-effect control and ±100 the full control effect; nearly all actives have a fitted effect of over 55% in size
#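 WRN at 20 nM final preincubated with compound 15 min at room temperature; reaction started with 100 nM fluorophore/quencher forked duplex oligonucleotide and 2 mM ATP final. Unwinding followed kinetically by red fluorescence (ex 525, em 598 nm).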
# IL2 activator: activates IL-2 in a cell-based reporter assay; IL-2 activation reporter assay, cell-based qHTS; stimulated with anti-CD3/CD4/CD28 beads; in transgenic mouse T cells; activation, % (series mostly up to about 46 µM); 360,000 compounds, 0.065% hits; in the data active means activation above about 50%; inconclusive means mostly about 30% to 49%; further: 0% is about no effect
#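 First, unstimulated transgenic mouse T cells were exposed to compound for 60 min. Next, anti-CD3/anti-CD4-coated beads with anti-CD28 were added. Finally, after 18 h at 37 degrees C, EGFP and DsRed were imaged.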
# EPAC1 antagonist: EPAC1 (human) antagonism; O95398; EPAC1 GEF assay, Rap1b-BODIPY-GDP exchange fluorescence; Potency, µM (titrated, usually from 115 µM), without a hit: top-dose activity change, negative = inhibition, most hits filed as inhibitors; 360,000 compounds, 0.14% hits;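 further: potency means the concentration at half of the fitted maximal effect; plate controls were vehicle for no effect and positive control for full effect; nearly all actives have a fitted effect of over 50% in size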
# PLK1 PBD block: PLK1 (human) polo-box domain binding inhibition | P53350 | Plk1 PBD binding of FITC phosphopeptide, fluorescence polarization | Potency, µM, for inactives: max response, negative = inhibition, hits mostly inhibitors | 360,000 compounds, 2.8% hits | AID 720504; further: potency means the concentration at half of the fitted maximal effect; series mostly up to about 57 µM; on the % scale 0 is the no-effect control and ±100 the full control effect; nearly all actives have a fitted effect of over 65% in size
# Target sequence (P53350 whole entry, looked up, the tested form may be a part): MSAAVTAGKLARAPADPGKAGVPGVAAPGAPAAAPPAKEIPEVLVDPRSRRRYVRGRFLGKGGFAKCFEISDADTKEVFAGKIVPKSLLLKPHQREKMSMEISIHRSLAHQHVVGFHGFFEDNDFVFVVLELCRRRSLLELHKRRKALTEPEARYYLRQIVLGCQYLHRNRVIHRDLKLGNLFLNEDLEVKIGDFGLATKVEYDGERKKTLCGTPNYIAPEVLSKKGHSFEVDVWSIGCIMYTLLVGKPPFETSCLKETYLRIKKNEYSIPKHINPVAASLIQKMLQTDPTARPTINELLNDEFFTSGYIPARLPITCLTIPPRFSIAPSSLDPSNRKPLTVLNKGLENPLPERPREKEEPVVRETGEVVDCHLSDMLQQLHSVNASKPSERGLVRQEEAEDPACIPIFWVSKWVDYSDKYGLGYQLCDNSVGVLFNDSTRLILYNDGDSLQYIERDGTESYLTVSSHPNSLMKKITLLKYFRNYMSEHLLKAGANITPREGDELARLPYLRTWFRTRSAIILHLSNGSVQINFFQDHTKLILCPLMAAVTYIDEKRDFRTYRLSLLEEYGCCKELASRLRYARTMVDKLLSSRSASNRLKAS
# EPAC1 agonist: EPAC1 (human) agonism. EPAC1 agonist qHTS, biochemical assay; response scale: 100% = response to 6.5 mM cAMP. Potency, µM (doses to about 154 µM), for the others: top-dose activation, usual class: activators. 360,000 compounds, 0.073% hits. AID 720707; further: potency means the concentration at half of the fitted maximal effect; nearly all actives have a fitted effect of over 60% in size
#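 EPAC1 100 nM, Rap1B–BODIPY-GDP 250 nM, unlabeled GDP 50 uM; compound titration; 5 min RT; kinetic read ex480/em540 at 5-min intervals ×30 min; data normalized to 6.5 mM cAMP agonist control.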
# PI5P4Ka inh: blocks human PI5P4K alpha kinase activity; P48426; 330,000 compounds, 1.2% hits; PI5P4Kalpha enzyme, ADP-Glo luminescence, 60 min; hits give low values; max response, %; active means max response of -50% or lower; inconclusive means between -30% and -50%; inactive means -30% or higher; further: value at the top dose of about 77 µM; on the % scale 0 is the no-effect control and ±100 the full control effect
# Target sequence (P48426 whole entry, looked up): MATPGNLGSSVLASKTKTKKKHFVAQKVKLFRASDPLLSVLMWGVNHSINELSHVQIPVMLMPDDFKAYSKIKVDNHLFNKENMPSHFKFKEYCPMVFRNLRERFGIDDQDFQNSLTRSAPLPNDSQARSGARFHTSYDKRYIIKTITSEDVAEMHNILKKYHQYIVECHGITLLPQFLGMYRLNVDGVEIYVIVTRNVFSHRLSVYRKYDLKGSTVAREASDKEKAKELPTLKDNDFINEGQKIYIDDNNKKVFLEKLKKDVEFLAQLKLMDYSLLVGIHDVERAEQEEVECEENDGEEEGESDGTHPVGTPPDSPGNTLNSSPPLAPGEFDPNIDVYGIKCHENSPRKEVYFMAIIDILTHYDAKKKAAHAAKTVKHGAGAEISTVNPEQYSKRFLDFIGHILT
#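 Human PI5P4Kalpha with substrate in 0.038 M HEPES pH 7.4, 0.28 mM EGTA, 0.1% CHAPS, 5% DMSO; reaction started with 5 microM ATP (final), 60 min at room temperature. ADP formed read by ADP-Glo luminescence.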
# EPAC2 ag: EPAC2 (human) agonism; Q8WZA2; EPAC2 activation, biochemical qHTS; response scale: 100% = 6.5 mM cAMP response; Potency, µM (top dose mostly 154 µM), inactives show top-dose activation, usual class: activators; 360,000 compounds, 0.079% hits; AID 720711; further: potency means the concentration at half of the fitted maximal effect; nearly all actives have a fitted effect of over 50% in size
#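 Guanine nucleotide exchange by EPAC2 is measured as reduced fluorescence of BODIPY-GDP once it is released from 250 nM Rap1B. Plates are read kinetically for 30 min at room temperature; results are scaled to 6.5 mM cAMP.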
# Starred values were filed as active, the others as inactive; ? = inconclusive; . = not tested or not shown; [ ] = another dose, or the depositor's remark. Unless noted, the call rests on the fitted dose curve; in most records, active means well fitted curve in the direction sought with a large enough effect; inconclusive means small, poorly fitted or top-dose-only effect, or another doubt; inactive means no such curve, though single readings can be large; an effect the other way counts as inactive or inconclusive.
SMILES,CCT chaperon mod,WRN helicase inh,IL2 activator,EPAC1 antagonist,PLK1 PBD block,EPAC1 agonist,PI5P4Ka inh,EPAC2 ag
O=C(Nc1ncccc1O)c1cccc(S(=O)(=O)N2CCN(c3ccc(F)cc3)CC2)c1,1.6,-11.7%,-3.8,12.3%,-2.5%,-0.4%,1.2,7.6%
Cc1noc(C)c1CSCC(=O)N(C)CC(=O)Nc1ccc(F)cc1,-1.6,-3.9%,1.4,-7.3%,-6.7%,-5.2%,12.5,3.8%
Cc1cc(C)nc(NC(=NCCc2c[nH]c3ccccc23)NC(=O)c2ccco2)n1,-4.5,4.1%,-0.7,6.4%,2.7%,7.8%,-3.2,-8.6%
Cc1ccc(OCCN(C)C(=O)c2cc(COc3ccc(F)cc3F)on2)cc1,-1.2,-34.5%,-4.5,-28.2%,5.0%,6.3%,-6.3,5.1%
Cc1ccccc1-n1c(SCC(=O)N2CCCCC2)nc(O)cc1=O,-2.2,-9.0%,-1.4,-0.1%,2.3%,-3.1%,-2.0,-5.3%
O=C(COc1ncnc2c(Cl)cc(Cl)cc12)NCCC1=CCCCC1,-1.4,3.6%,-0.7,-5.4%,-2.0%,0.4%,-4.7,-20.0%[15.6 µM]
COc1ccc(NC(=O)CSc2cc(C)ccc2C)cn1,-0.5,-2.2%,-1.4,-15.8%,-9.5%,-3.7%,5.3,-6.5%
Cc1cc(SCC(=O)Nc2cccc(S(=O)(=O)NC3=NCCCCC3)c2)nc2ccccc12,-0.1,-6.7%,0.1,0.3%,-12.1%,8.5%,0.2,10.5%
O=C(NCC(F)(F)F)Nc1ccccn1,-0.7,-0.4%,1.8,7.2%,1.2%,2.0%,.,-6.4%
CCOC(=O)C1=C(O)/C(=C\c2ccc(OC)c(OC)c2)N=C1C,0.7,-1.9%,-0.8,15.7%,-7.1%,1.1%,.,3.8%
O=C(N/N=C/c1ccccn1)c1ccc(NC(=O)c2ccccc2Cl)cc1,-2.8,-7.6%,-0.3,-6.0%,-13.6%,5.0%,-0.2,10.3%
O=C(COC(=O)C1CC1)NC(=O)c1ccccc1,-1.9,2.9%,0.1,-4.9%,-1.7%,3.6%,-6.4,-0.8%
Cc1cccc(CNC(=O)c2ccc3nc(Cc4ccccc4F)oc3c2)n1,-6.1,-34.7%,-1.2,-9.8%,-4.6%,7.9%,-1.5,2.4%
Cc1ccccc1C(=O)N1CC(=O)Nc2ccc(F)cc2C1c1ccc(F)cc1 (centres undefined),-4.3,3.7%,-4.6,-8.4%,-13.0%,6.5%,-3.5,20.6%
CCOC(=O)c1[nH]cnc1C(=O)NC1CCCCC1,1.6,6.9%,0.6,-4.3%,-2.1%,-13.5%,1.4,-12.1%
CCOC(=O)c1c(CN2CCOCC2)oc2ccc(OC(C)=O)cc12,-0.3,-3.2%,-0.8,-9.2%,5.0%,7.0%,4.7,-4.3%
CN(c1ccc(C(=O)N2CCCCCC2)cc1)S(=O)(=O)c1ccc(Cl)cc1,-0.6,-26.9%,-2.1,-7.2%,3.0%,-7.2%,1.4,2.5%
CCOc1ccccc1NC(=O)CSc1nnc(CNC(=O)c2ccccc2F)o1,-2.3,5.4%,-1.5,-5.8%,-15.6%,-17.1%,-1.0,5.5%
COCCNC(=S)N(Cc1cccs1)Cc1cc2cccc(C)c2[nH]c1=O,-1.3,3.3%,-0.4,-25.2%,-2.2%,5.4%,-0.3,8.6%
COc1ccc(OCc2cc(C(=O)NC3CCc4ccccc43)no2)c(Cl)c1 (centres undefined),-0.4,-34.8%,-3.0,-2.4%,-3.7%,19.2%,19.4,4.5%
O=C(CN(C(=O)CSc1nnc(COc2ccccc2)o1)c1ccc(F)cc1)NC1CCCCC1,-4.0,-10.0%,-2.5,-1.7%,-5.4%,9.8%,.,12.8%
CSc1ccc(C(c2c(C)[nH][nH]c2=O)c2c(C)[nH][nH]c2=O)cc1,-2.3,8.4%[57.1 µM],-2.4,-27.2%,?,9.2%,-4.3,4.1%
Cn1c(=O)c2[nH]c(C=Cc3ccc4c(c3)OCO4)nc2n(C)c1=O,-1.7,6.2%,-0.3,8.4%,-4.2%,-7.1%,1.4,8.2%
COc1cc([N+](=O)[O-])ccc1NC(=O)Oc1ccc(NC(C)=O)cc1,-0.7,-2.2%,-0.5,-19.1%,-26.6%,2.0%,9.2,0.4%
CCC(C)(C)NC(=O)CN(Cc1cccs1)C(=O)C(=O)Nc1ccc2c(c1)OCCO2,1.7,-19.5%,-0.2,-7.4%,0.7%,0.4%,.,8.2%
Cc1csc2nc(CNS(=O)(=O)N(C)C)cn12,-0.3,-4.2%,0.7,12.9%,-10.1%,3.4%,-2.4,16.7%
CCNC(=O)COc1cc(C)c(Br)c(C)c1,-0.9,-2.2%,-2.1,-1.7%,-7.0%,4.5%,-1.2,0.8%
CCCOC(=O)C(=O)NNc1ccccc1,-2.7,-11.8%[57.1 µM],14.0,-6.7%,2.4%,-0.2%,7.0,5.8%
CC(C)CC(=O)N1CCN(C(=O)c2ccc(-c3ccccc3)cc2)CC1,-1.7,-1.1%,0.4,9.8%,-3.9%,4.9%,3.3,1.3%
CC(C)NC(=O)CSc1nc(N)c(NC(=O)c2ccco2)c(=O)[nH]1,-0.2,2.1%,2.0,16.5%,-10.4%,-0.3%,-2.9,14.7%
CC1=NN(C(=O)CCCc2ccccc2)C(O)(C(F)(F)F)C1 (centres undefined),-0.3,2.5%,-0.7,11.2%,-3.5%,-0.4%,-1.5,4.9%
CC1(C)Cc2c(sc3ncn4c(=S)[nH]nc4c23)CO1,-3.5,-34.9%,-5.3,0.2%,29.9µM*,8.2%,-53.2*,13.9%
COc1ccc(OC)c(-n2c(CN3CCC(C(N)=O)CC3)nc3ccccc3c2=O)c1,0.5,-0.5%,1.1,4.1%,-6.2%,2.1%,.,3.4%
O=C(NCc1ccccn1)Nc1ccc(F)cc1,-1.2,-0.9%,-0.5,-0.2%,-2.9%,0.0%,0.2,1.6%
C/C(N)=C(/C#N)C(=O)COC(=O)c1ccccc1C(=O)c1ccc(C)cc1,1.4,-7.4%,-0.2,3.0%,0.7%,-4.2%,3.9,-1.3%
CCCCOc1ccc(C(=O)Nc2ccc(N3CCN(C)CC3)cc2)cc1,-0.2,-27.4%[57.1 µM],-3.6,17.1%,-7.8%,-2.3%,-3.6,-9.3%
CCCSc1nc(N)c2c3c(sc2n1)CN(C)CC3,-3.7,0.5%,0.4,-1.7%,?,0.2%,-6.5,-0.1%
Cc1ccc2nc(C3CCCCC3)c(Cc3ccsc3)n2c1,-2.5,-4.2%,-0.9,-0.3%,-16.1%,-2.4%,1.2,17.0%
CC(=O)NC(CC(=O)O)c1ccc([N+](=O)[O-])cc1 (centres undefined),-2.8,8.8%,2.0,4.4%,-29.2%,4.2%,-6.9,15.7%
COc1ccccc1/C=C\C(=O)NCC(=O)N/N=C/c1ccc(O)cc1O,-0.4,-5.7%,0.0,-14.9%,-0.1%,8.5%,?,3.4%

# Structures from the list above containing a CF3 group, in the order listed:
SMILES,CCT chaperon mod,WRN helicase inh,IL2 activator,EPAC1 antagonist,PLK1 PBD block,EPAC1 agonist,PI5P4Ka inh,EPAC2 ag
O=C(NCC(F)(F)F)Nc1ccccn1,-0.7,-0.4%,1.8,7.2%,1.2%,2.0%,.,-6.4%
CC1=NN(C(=O)CCCc2ccccc2)C(O)(C(F)(F)F)C1 (centres undefined),-0.3,2.5%,-0.7,11.2%,-3.5%,-0.4%,-1.5,4.9%

# Remaining list, next part:
SMILES,CCT chaperon mod,WRN helicase inh,IL2 activator,EPAC1 antagonist,PLK1 PBD block,EPAC1 agonist,PI5P4Ka inh,EPAC2 ag
COc1ccc(CC(=O)N/N=C(\C)c2ccccn2)cc1,-1.2,-0.1%,-2.8,-2.7%,-7.5%,-1.9%,-3.7,5.0%
COC(=O)C(NC(=O)c1ccccc1)(Nc1nc(C)cs1)C(F)(F)F (centres undefined),-1.2,-9.2%,0.7,-7.6%,-4.2%,3.8%,.,5.1%
CCCCCCCCN1C(=O)[C@H](CC(=O)NCc2cccc(C(F)(F)F)c2)C[C@@]2(C(=O)OC)CCCCC=C12,-0.5,-11.6%,-0.9,-26.7%,-2.8%,-23.8%,33.6,-4.8%
Cc1ncc(CO)c(/C=N/NC(=O)c2ccccc2Br)c1O,1.1,-5.4%[57.1 µM],-4.6,7.6%,-1.1%,1.2%,6.6,2.6%
COc1ccc(COC(=O)C2CCN(S(=O)(=O)c3ccc(C)cc3)CC2)cc1,-0.4,-5.7%,-1.0,-5.8%,-0.4%,1.8%,16.2,-4.1%
O=C(NCCCN1CCOCC1)c1ccc(CSc2ccc(Cl)cc2)cc1,-2.5,0.2%,-0.6,9.3%,?,-2.7%,6.2,?
COc1ccc(-n2c(=O)c3c4c(sc3n(CC(=O)NC3CCCC3)c2=O)CCCC4)c(OC)c1,0.4,0.6%,-0.3,?,-14.2%,6.7%,-1.6,17.4%
CC(C)CCN1CCC(N)=NC1=O,-1.3,6.5%,1.5,0.0%,-8.3%,-0.4%,8.4,6.8%
O=C(CNC(=O)c1ccco1)NCC(=O)OCc1cccc(Cl)c1,-3.7,6.6%,-2.4,6.1%,-9.4%,6.4%,-1.8,-3.2%
O=C(c1ccc2c(c1)C(=O)N(CCCO)C2=O)c1ccc2c(c1)C(=O)N(CCCO)C2=O,-3.5,-17.7%,-4.2,14.2%,-5.2%,5.4%,-4.5,-5.4%
O=C(O)/C=C/C(=O)Nc1ccc(-n2nccc2C(F)(F)F)cc1,0.4,-13.6%,-1.9,-1.5%,-7.5%,6.3%,-25.0,6.0%
O=C(CC1C(=O)NCCN1C(=O)c1ccc([N+](=O)[O-])cc1)Nc1ccc(F)cc1 (centres undefined),-0.3,7.1%,-0.5,2.7%,-1.5%,4.5%,0.3,12.0%
NS(=O)(=O)c1cc(C(=O)OCC(=O)c2ccc3c(c2)OCCO3)ccc1Cl,1.3,0.8%,0.2,?,29.9µM*,-11.3%,?,-5.3%
O=C(NC1CCCC1)C1C(c2ccccc2)=Nc2ccccc2N1C(=O)c1ccc(C(F)(F)F)cc1 (centres undefined),.,3.6%,1.0,13.7%,-11.5%,3.0%,0.0,19.9%
O=C(Nc1nnc(Cc2ccc(F)cc2)s1)Nc1ccccc1F,-0.6,1.8%,-0.3,-28.3%,-12.1%,-5.5%,-4.5,5.7%
COC(=O)[C@]12CCCCC=C1N(Cc1cccc3ccccc13)C(=O)[C@H](CC(=O)NCc1ccc(C)o1)C2,-0.4,0.3%,-1.0,-8.6%,-15.8%,2.2%,-52.4*,17.4%

# Not all compounds are listed. The share of hits here may be higher or lower than overall.
